Screening data as filed in PubChem BioAssay.
PfHsp90 set2: reduces growth (ATP signal) of yeast expressing P. falciparum Hsp90; S. cerevisiae expressing PfHsp90, BacTiter-Glo ATP, 48 h; yeast lacking PDR1 and PDR3 efflux regulators; inhibition, % at 9.4 µM; 0.32% of 310,000 active; AID 504621;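 active = every replicate shows inhibition above about 80%, whatever the replicate mean, limit read from the data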;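 also: 0% = DMSO neutral controls and 100% = 20 µM radicicol positive controls; yeast relying on Plasmodium falciparum Hsp90 in place of its own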
C-LANA FP: KSHV C-LANA DNA binding inhibition. MBP-C-LANA/FAM-LBS DNA binding, fluorescence polarization. inhibition, % at 9 µM. 0.078% of 340,000 active;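 active = highest replicate inhibition at or above 60% at 9 µM, even if other replicates fall short; inactive = all replicates below 60% inhibition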;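 also: 0% = neutral control wells and 100% = 4 µM acridine orange control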
NSD2 inh: blocks human histone methyltransferase NSD2; O96028; 0.54% of 310,000 active; NSD2 peptide methylation, AlphaScreen, 120 min; inhibition, % at 12.5 µM; in the data active = inhibition above about 50%
CDK5 inh: CDK5/p35 (human) kinase inhibition; Q00535+Q15078; Recombinant CDK5/p35, ADP-Glo luminescence, 60 min; inhibition, % at 10 µM; 0.01% of 330,000 active;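 active = highest replicate inhibition of at least 50% and at least 75% of replicates reaching 50%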;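 also: plate controls were DMSO neutral control for no effect and GW8510 at 10 µM for full effect; many of its hits are not listed in these tables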
Target sequence (Q00535 whole entry, looked up): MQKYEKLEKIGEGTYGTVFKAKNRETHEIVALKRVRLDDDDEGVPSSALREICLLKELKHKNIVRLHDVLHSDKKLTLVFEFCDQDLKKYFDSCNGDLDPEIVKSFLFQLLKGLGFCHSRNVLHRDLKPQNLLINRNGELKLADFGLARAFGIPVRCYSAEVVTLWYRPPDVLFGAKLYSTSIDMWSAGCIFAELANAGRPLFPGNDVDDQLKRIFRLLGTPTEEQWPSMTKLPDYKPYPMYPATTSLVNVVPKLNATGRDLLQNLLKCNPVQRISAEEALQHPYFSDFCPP
Target sequence (Q15078 whole entry, looked up): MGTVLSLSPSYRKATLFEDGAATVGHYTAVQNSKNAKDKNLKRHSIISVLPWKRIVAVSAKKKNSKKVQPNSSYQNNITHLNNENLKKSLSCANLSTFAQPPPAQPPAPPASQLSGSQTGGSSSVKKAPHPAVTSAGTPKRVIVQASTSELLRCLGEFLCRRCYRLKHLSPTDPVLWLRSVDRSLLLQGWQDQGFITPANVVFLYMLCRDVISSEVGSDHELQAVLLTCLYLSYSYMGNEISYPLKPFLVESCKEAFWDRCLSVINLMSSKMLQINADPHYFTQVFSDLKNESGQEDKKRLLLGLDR
dFosB activator: enhances mouse delta FosB homodimer DNA binding; P13346; purified delta FosB, TAMRA-CDK5 oligo fluorescence polarization; percent of positive-control signal above neutral wells; activation, % at 25 µM; 0.99% of 340,000 active; AID 493131;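 active = mean activation above about 17%, with every replicate also reaching it, limit read from the data, passing the limit was not always enough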;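 also: fluorescence polarization rise as delta FosB binds a TAMRA Cdk5 AP-1 oligo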
Mot1-301 SUMO: SUMOylation pathway inhibition by Mot1-301 growth rescue; S. cerevisiae Mot1-301 growth rescue, ATP luminescence, 38.5C; percent above DMSO median, 100 means doubled; growth rescue, % at 18.8 µM; 1% of 320,000 active; AID 2716;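 active = every valid replicate shows activation above 250% relative to neutral control wells; inactive = the rest, any valid replicate at or below 250%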;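 also: OY570 slx delta 5 strain wells were the positive control but not used for scaling; some compounds called inactive have numbers as strong as hits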
PvdQ acylase: blocks Pseudomonas aeruginosa PvdQ acylase activity | AID 488965 | inhibition, % at 10 µM | purified PvdQ acylase, fluorescence plate reader | 0.063% of 340,000 active; in the data active = inhibition above about 30%, passing the limit was not always enough;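 also: 0% = vehicle neutral wells and 100% = reference inhibitor wells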
RTF Ca sens act: increases calcium sensitivity of human cardiac regulated thin filaments. P19429+P45379. IANBD-labeled TnC RTF fluorescence at EC20 calcium; 0% EC20 calcium, 100% full calcium. activation, % at 7.2 µM. 0.24% of 340,000 active. AID 493008;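 active = activation above the mean over all tested compounds plus 3 SD, cut at about 30% in these data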;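 also: rise in fluorescence read as greater calcium sensitivity of cardiac thin filaments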
RTF Ca sens inh: cardiac RTF calcium desensitization. P19429+P45379. IANBD-labeled cardiac RTF, Ca2+ fluorescence. inhibition, % at 7.15 µM. 0.12% of 340,000 active;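 active = inhibition above the mean inhibition of all tested compounds plus 3 SD, cut at about 17% in these data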;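 also: assay run at fixed EC70 calcium of 1.6 mM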
Keap1-Nrf2 PPI: inhibitors of human Keap1-Nrf2 protein-protein interaction; Q14145; Keap1 Kelch-Nrf2 peptide fluorescence polarization, 1536-well; inhibition, % at 9.4 µM; 0.15% of 340,000 active; AID 504523; in the data active = inhibition above about 12%;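 also: human Keap1 Kelch domain with fluorescein labeled Nrf2 9mer peptide probe; 0% = neutral control wells and 100% = peptide positive control; higher means more block of Keap1 binding to Nrf2 peptide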
Rtt109 HAT inh: blocks Candida albicans Rtt109/Vps75 acetyltransferase activity; Q5AAJ8; purified Rtt109/Vps75, ThioGlo CoA-SH fluorescence, 4 h; inhibition, % at 34.9 µM; 0.16% of 330,000 active;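 active = inhibition of at least 50% in every replicate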
Target sequence (Q5AAJ8 whole entry, looked up): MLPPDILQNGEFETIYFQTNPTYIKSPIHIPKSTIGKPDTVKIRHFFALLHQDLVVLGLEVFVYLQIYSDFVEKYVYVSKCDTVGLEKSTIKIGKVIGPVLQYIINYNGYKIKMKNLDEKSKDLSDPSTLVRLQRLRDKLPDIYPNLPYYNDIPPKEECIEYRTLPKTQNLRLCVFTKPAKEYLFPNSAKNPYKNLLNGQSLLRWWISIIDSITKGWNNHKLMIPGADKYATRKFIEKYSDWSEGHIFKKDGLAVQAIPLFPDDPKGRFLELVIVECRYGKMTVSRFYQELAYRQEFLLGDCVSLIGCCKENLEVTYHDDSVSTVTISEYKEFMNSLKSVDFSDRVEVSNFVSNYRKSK
* marks the source's active call; other numbers are inactive results; . = not tested or not shown; + = active, no number. Not a hit list. About 3.2% of those tested had a hit in this group.

SMILES	PfHsp90 set2	C-LANA FP	NSD2 inh	CDK5 inh	dFosB activator	Mot1-301 SUMO	PvdQ acylase	RTF Ca sens act	RTF Ca sens inh	Keap1-Nrf2 PPI	Rtt109 HAT inh
c1ccc(-c2nc(NCCCn3ccnc3)c3ccccc3n2)cc1	20	0.7	3	0.4	-35	8	-19	14	-15	-7	0
O=C(NNC(=O)C12CC3CC(CC(C3)C1)C2)c1cnccn1	10	-0.8	-2	-1.8	-6	-5	-7	3	-13	-4	-1
CCCCNC(=S)NNC(=O)c1cc(-c2cccnc2)nc2ccccc12	-25	-1.3	1	-2.6	-6	-6	-26	2	-9	-5	-10
Cc1onc(-c2ccccc2)c1C(=O)Nc1sc2c(c1C#N)CCC(C)C2 (centres undefined)	-30	-0.1	-3	1.1	-13	-31	-12	3	2	2	4
COC(=O)c1cccc(-n2c(CCC(=O)O)ccc2-c2cccs2)c1	7	-1.0	13	-0.9	4	11	-1	-3	-5	3	26
Cc1cc(C(=O)COC(=O)c2ccc[nH]c2=O)c(C)n1-c1ccc(F)cc1	16	0.2	-1	-1.8	2	-11	-11	2	-6	-2	4
Clc1ccc(-c2cc(-c3nnc4n3CCCCC4)c3ccccc3n2)cc1	-18	0.7	-1	-0.7	-14	-11	-6	4	-6	1	3
CNc1cc(N2CCCC2)ccc1[N+](=O)[O-]	-8	-0.7	-3	1.8	-8	13	-4	5	-14	4	-7
C#CCNC(=O)C1=C[C@H](c2coc3ccccc3c2=O)[C@@H](CCCO)[C@H](OCC)O1	12	0.6	.	-1.3	-6	-1	-3	0	4	2	-1
CC(C(=O)Nc1cccc([N+](=O)[O-])c1)N1CCN(C/C=C/c2ccccc2)CC1 (centres undefined)	-15	0.0	5	-2.1	-2	0	0	-1	2	-2	.
CCC1CN(C(=O)N2CCC(C(=O)NCc3cccc(F)c3)CC2)c2ccccc2O1 (centres undefined)	-125	0.6	-2	-0.5	-11	-12	9	-2	-11	0	24
Cc1nnc(NC(=O)CCCCCN2C(=O)C3C4C=CC(C4)C3C2=O)s1 (centres undefined)	15	-0.5	.	-0.6	5	13	-4	-1	-7	-2	6
Cc1ccsc1C(=O)NNC(=O)C1CCCCC1C(=O)O (centres undefined)	17	0.7	.	0.3	0	179	-5	-2	-5	7	-3
CCCn1c(=S)[nH]c2cc(Cl)ccc21	10	-1.5	-3	3.1	-4	40	-6	5	6	-5	1
CN(C)C(CNS(=O)(=O)c1ccc(Cl)cc1)c1cccnc1 (centres undefined)	0	-0.2	.	-7.6	-3	-17	-16	5	-9	-4	-8
O=[N+]([O-])c1ccccc1/C=C/CN1CCN(Cc2ccc3c(c2)OCO3)CC1	-3	0.5	16	2.5	-1	459	8	-2	-5	4	7
O=C(c1ccc(Br)o1)N1CCN(c2ccc3nnc(-c4ccccc4)n3n2)CC1	-9	1.9	.	-1.3	-30	-6	-3	-2	-5	-1	2
CSc1nc(C)cc(-n2ccc(=O)[nH]c2=O)n1	-11	1.8	6	-0.2	-8	-3	5	-5	-6	6	4
Cc1nnc(NC(=O)c2cc(-c3ccco3)nc3ccccc23)s1	-70	5.4	6	-1.6	-26	-13	-7	1	12	5	-2
COc1ccc(-c2nc(CS(=O)(=O)CC(=O)NC3CCCCCC3)c(C)o2)cc1	-2	0.7	5	.	-3	-15	-19	-4	5	-3	-6
COC(=O)c1noc(C)c1-c1ccnn1C(=O)c1ccc(Cl)cc1	6	-1.3	-1	-2.6	-3	-19	-13	2	-3	1	-4
CC(C)CNC(=O)c1coc(=O)c(Br)c1	18	-1.0	-1	0.5	6	-5	-11	-3	3	-2	8
O=C(c1ccccc1)N1CCN(S(=O)(=O)c2ccccc2)CC1	-34	0.4	0	0.1	2	-17	-18	0	-13	-3	-10
COc1ccc(C(=S)Nc2ccc(C)cc2)cc1	.	1.3	1	-0.7	7	25	-12	-3	-1	-2	-1
Cc1ccc(S(=O)(=O)N2CCCCC2CCNC(=O)C(=O)NC2CCCC2)cc1 (centres undefined)	-1	.	1	-1.8	12	-11	-12	7	-11	.	.

Overlap with the part before: four entries; new compounds follow.
SMILES	PfHsp90 set2	C-LANA FP	NSD2 inh	CDK5 inh	dFosB activator	Mot1-301 SUMO	PvdQ acylase	RTF Ca sens act	RTF Ca sens inh	Keap1-Nrf2 PPI	Rtt109 HAT inh
CC(C)CNC(=O)c1coc(=O)c(Br)c1	18	-1.0	-1	0.5	6	-5	-11	-3	3	-2	8
O=C(c1ccccc1)N1CCN(S(=O)(=O)c2ccccc2)CC1	-34	0.4	0	0.1	2	-17	-18	0	-13	-3	-10
COc1ccc(C(=S)Nc2ccc(C)cc2)cc1	.	1.3	1	-0.7	7	25	-12	-3	-1	-2	-1
Cc1ccc(S(=O)(=O)N2CCCCC2CCNC(=O)C(=O)NC2CCCC2)cc1 (centres undefined)	-1	.	1	-1.8	12	-11	-12	7	-11	.	.
O=C(Nc1ccc(F)cc1)NC1CCCCC1	-2	-0.6	-1	7.9	2	5	3	-2	-8	0	1
COc1ccccc1C(=O)Nc1cccnc1	-4	-0.6	-3	1.1	-2	27	-15	-1	-5	5	-11
COc1cc(C2c3sc(=O)[nH]c3SC3C(=O)N(c4ccc(Br)cc4)C(=O)C32)ccc1O (centres undefined)	-1	0.8	5	0.9	-1	-18	9	-3	3	4	17
CC(=O)Nc1ccc(NC(=O)c2c(-c3ccccc3Cl)noc2C)c(C)c1	-3	-0.4	-4	2.6	0	-1	-5	-3	4	0	1
COc1ccc(OC)c2cc3ccccc3cc12	1	39	2	7.3	-10	.	0	9	-19	25*	8
Cc1cc2oc(=O)cc(CN3CCN(Cc4ccc5c(c4)OCO5)CC3)c2cc1C	-19	-0.2	4	0.6	-2	-7	5	-8	2	-3	-18
CCOc1ccc(C(=O)NC(C(=O)NCC2CCCO2)C(C)C)cc1 (centres undefined)	1	-2.1	0	-0.9	6	250	-9	-2	-1	-2	0
COc1ccc(NC(=O)c2ccccc2NS(=O)(=O)c2ccc(C)cc2)c([N+](=O)[O-])c1	4	0.5	5	-2.4	-10	823*	-2	-3	-7	-5	0
O=[N+]([O-])c1ccc2c(c1)nc1n2CCN(CC2CCCO2)C1 (centres undefined)	.	-2.2	-2	0.9	-6	12	-18	1	0	-1	-7
COc1ccc(C(=O)Nc2ccc(CN3CCCCC3)cc2)cc1	-18	-0.5	1	-1.5	-19	-15	-10	1	3	-3	2
N#CCCN(C(=O)COC(=O)CCc1ccccc1)c1ccccc1	11	0.1	-4	1.3	4	8	-8	4	5	-3	-9
CSc1ccc(CCNC(=O)CCc2nnc3ccc(NCCCN4CCCC4=O)nn23)cc1	-11	-1.0	-3	-6.7	-8	2	3	6	2	-6	-6
COCCCNC(=O)N1c2ccccc2Sc2ccccc21	-18	2.0	-4	1.6	6	-7	-1	3	4	1	3
O=C(COC(=O)c1cc(Cl)nc(Cl)c1)NCCc1ccc(F)cc1	-8	-2.9	0	0.7	-3	-7	-7	-1	-7	-4	1
COc1ccc(C2(c3ccc(OC)cc3)NC(=O)N(CC(=O)Nc3ccccc3C(F)(F)F)C2=O)cc1	-42	-0.2	-2	0.1	-11	36	-11	3	-2	0	2
C=CCN1C(=O)/C(=C2/Sc3ccc(OC)cc3N2C)SC1=Nc1ccccc1	-6	1.0	2	0.8	-4	+	5	0	-8	0	2
O=C(O)c1ccccc1C(=O)NC1Cc2ccccc2C1	5	-0.1	0	0.8	4	2	-7	2	0	2	6
O=C(c1ccc(NC2=NC3CS(=O)(=O)CC3S2)cc1)N1CCN(Cc2ccccc2)CC1 (centres undefined)	19	1.8	.	1.2	1	-5	6	3	2	-6	7
O=C(CN1CCCC1)Nc1ccc(OCc2ccccc2)cc1	22	0.2	0	-0.8	-5	4	3	-2	-7	-3	-1
O=C(O)c1ccccc1C(=O)Nc1ccc(Oc2cccc(C(F)(F)F)c2)nc1	2	-0.4	0	0.4	-3	-2	-2	0	-2	2	-9
OC(CNC1Cc2ccccc2C1)COc1ccc(F)cc1 (centres undefined)	-2	1.2	10	-4.7	-8	-10	-1	6	2	-5	-3
CS(=O)(=O)N(CC(=O)Nc1ccc2c(c1)OCO2)c1ccccc1	-1	0.4	8	1.9	-5	0	-1	-2	-4	6	-4
NC1=NC(c2ccccc2)=NC1(NC(=O)c1ccccc1)C(Cl)Cl (centres undefined)	-9	1.6	2	-0.3	-4	-20	-8	10	-7	2	6
COc1ccc(Cc2nc3ccc(C(=O)NCc4ncc(C)[nH]4)cc3o2)cc1OC	-13	0.5	-1	-0.7	-6	-18	9	0	-13	3	7
CCCc1cc(=O)oc2c(C)c(OCC(=O)NCCN3CCOCC3)ccc12	-12	-2.2	10	-0.1	-14	89	0	-1	-9	-3	-20
SMILES	PfHsp90 set2	C-LANA FP	NSD2 inh	CDK5 inh	dFosB activator	Mot1-301 SUMO	PvdQ acylase	RTF Ca sens act	RTF Ca sens inh	Keap1-Nrf2 PPI	Rtt109 HAT inh
CC(=O)c1ccccc1Oc1cc(NN2CCCCC2)c([N+](=O)[O-])cc1[N+](=O)[O-]	-36	3.4	.	0.9	-2	3	1	2	2	-6	-9
O=C(CCn1c(=O)oc2ccccc21)N(Cc1ccccc1)c1ccccc1	2	0.8	.	0.4	-7	7	1	1	-2	5	6
Cc1ccc(CO/N=C/c2c(O)cc(C)oc2=O)cc1	44	2.0	-4	-1.2	0	21	-12	-2	-4	-8	-2
Cc1cc(S(=O)(=O)Nc2ccc(C(=O)NCC(c3ccco3)N(C)C)cc2)ccc1F (centres undefined)	-20	-0.1	2	-1.0	-4	17	-6	-1	7	3	4
O=C(Nc1ccccn1)c1cc(-c2cccnc2)nc2ccc(Br)cc12	-2	1.8	.	2.0	-11	-2	-15	1	-20	-6	3
O=C(O)c1ccc(COc2c(F)c(F)cc(F)c2F)o1	.	1.6	0	-0.4	0	44	-9	1	-2	-4	0
O=C(NC(NC(=S)Nc1ccccc1C(=O)O)C(Cl)(Cl)Cl)c1ccco1 (centres undefined)	3	0.3	10	0.5	1	-5	5	22	10	-5	11
COCCN(C(=O)CSc1nnc(-c2ccc(C)c(C)c2)o1)c1c(N)n(CC(C)C)c(=O)[nH]c1=O	-5	0.2	3	0.1	-5	-9	6	-3	-16	2	5
COC(=O)c1ccc(Cl)c(NC(=O)CN(c2ccc3c(c2)OCO3)S(C)(=O)=O)c1	-2	0.7	26	-0.5	-2	52	-7	7	1	-2	-8
COc1ccc(-c2nnc(Nc3nc4c(OC)cccc4s3)o2)cc1	-86	-0.7	0	3.5	9	-1	8	-10	8	-3	12
Cn1cnnc1SCC(=O)N1CCN(C(=O)c2ccco2)CC1	.	-1.5	-3	1.0	-5	1	-4	-2	-4	-4	-1
COc1c2ccoc2nc2c(OC)c(OCC(OC(C)=O)C(C)(C)O)ccc12 (centres undefined)	6	-1.1	.	-1.0	0	26	-5	1	0	-3	6
CCOc1cc2[nH]c(=O)n(CCCCCC(=O)NC3CCCC3)c(=O)c2cc1OCC	12	-0.4	-2	-3.6	7	51	10	-3	-8	4	-3
